Compound activity: PubChem, National Center for Advancing Translational Sciences (NCATS)
HADH2 inhib = blocks human hydroxyacyl-CoA dehydrogenase type II. Potency, µM (doses to about 57.1 µM), inactives show at the top dose activity change, negative = inhibition, actives largely listed as inhibitors. 73,000 tested, 3.4% active. recombinant HADH2, NADH fluorescence, beta-hydroxybutyryl-CoA. Q99714. AID 886; further: potency means the concentration at half of the fitted maximal effect; on the % scale 0 is the no-effect control and ±100 the full control effect; nearly all actives have a fitted effect of over 60% in size; many of its hits are not listed in these tables
Target sequence (Q99714 whole entry, looked up, one chain of several): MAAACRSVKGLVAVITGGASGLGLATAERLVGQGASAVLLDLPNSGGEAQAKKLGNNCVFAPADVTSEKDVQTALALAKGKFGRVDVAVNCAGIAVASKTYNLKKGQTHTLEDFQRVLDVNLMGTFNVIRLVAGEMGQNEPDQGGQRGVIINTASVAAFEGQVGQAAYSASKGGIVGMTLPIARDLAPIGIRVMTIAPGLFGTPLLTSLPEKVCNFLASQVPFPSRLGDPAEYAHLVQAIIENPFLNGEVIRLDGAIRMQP
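Read-out: 360 nm excitation, 450 nm emission, kinetic over 4 min. Conditions: His-tagged human HADH2 20 nM, pH 9.0 Tris with Tween-20, 1 mM NAD+, 90 uM beta-hydroxybutyryl-CoA.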
15-hLO inh = 15-hLO (ALOX15) enzyme inhibition; Potency, µM (top dose mostly 57.1 µM), inactives show top-dose activity change, negative = inhibition, actives largely listed as inhibitors; AID 887; 74,000 tested, 1.4% active; purified 15hLO-1, xylenol orange hydroperoxide absorbance; P16050; further: potency means the concentration at half of the fitted maximal effect; on the % scale 0 is the no-effect control and ±100 the full control effect; nearly all actives have a fitted effect of over 55% in size
Target sequence (P16050 whole entry, looked up): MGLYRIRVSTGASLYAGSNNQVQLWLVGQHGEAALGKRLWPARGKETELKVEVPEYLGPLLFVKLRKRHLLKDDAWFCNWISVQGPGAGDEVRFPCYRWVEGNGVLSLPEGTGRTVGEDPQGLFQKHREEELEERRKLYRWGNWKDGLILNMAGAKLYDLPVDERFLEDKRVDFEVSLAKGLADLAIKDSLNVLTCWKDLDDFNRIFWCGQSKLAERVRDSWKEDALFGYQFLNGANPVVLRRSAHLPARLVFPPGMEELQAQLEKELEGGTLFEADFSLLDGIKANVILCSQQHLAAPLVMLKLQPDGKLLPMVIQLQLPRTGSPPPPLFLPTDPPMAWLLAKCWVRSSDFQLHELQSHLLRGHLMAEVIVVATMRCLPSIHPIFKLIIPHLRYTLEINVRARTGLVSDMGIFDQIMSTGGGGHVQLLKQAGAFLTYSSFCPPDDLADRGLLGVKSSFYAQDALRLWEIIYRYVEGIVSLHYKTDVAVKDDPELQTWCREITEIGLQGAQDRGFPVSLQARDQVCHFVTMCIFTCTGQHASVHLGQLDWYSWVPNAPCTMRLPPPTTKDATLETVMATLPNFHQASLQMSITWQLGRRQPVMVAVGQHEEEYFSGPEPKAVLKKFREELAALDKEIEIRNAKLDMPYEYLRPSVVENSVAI
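Purified human 15hLO-1 (40 nM final) in 25 mM Hepes pH 7.5, 0.01% Triton X-100 was preincubated with compound 15 min at room temperature, then reacted 6 min with 50 uM arachidonic acid; hydroperoxide detected by Fe-XO, 573/405 nm absorbance ratio.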
BRCT PPI red = disrupts BRCA1 BRCT binding to phosphoprotein, red fluorophore readout; Potency, µM (highest dose often 76.9 µM), for the others: top-dose activity change, negative = inhibition, usual class: inhibitors; P38398; 75,000 tested, 0.03% active; AID 892; BRCT-phosphopeptide binding, red fluorescence polarization; further: on the % scale 0 is the no-effect control and ±100 the full control effect
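Fluorescence polarization: 100 nM His-tagged BRCA1 BRCT with 100 nM TAMRA-labelled phospho-BACH1 decapeptide, phosphate buffer pH 7.3 with 150 mM NaCl, DTT, 0.01% Tween 20; 12 min RT. Binding inhibition seen as FP decrease.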
BRCT PPI green = BRCA1 BRCT-phosphoprotein interaction inhibition; BRCA1 BRCT-phosphopeptide binding, green fluorescence polarization; Potency, µM (series often up to 76.9 µM), inactives show at the highest dose activity change, negative = inhibition, most hits filed as inhibitors; P38398; AID 875; 75,000 tested, 0.05% active;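 further: potency means the concentration at half of the fitted maximal effect; plate controls were peptide without protein for full effect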
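Compounds were incubated for 12 min at room temperature with a complex of 100 nM fluorescein-tagged pBACH1 decapeptide and 250 nM His-tagged BRCT protein. Buffer was phosphate pH 7.3 with EDTA, DTT and Tween 20. Disruption of binding lowers the polarization signal.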
USP2a inhib = inhibitors of human ubiquitin-specific protease USP2a. O75604. USP2a enzymatic assay, qHTS inhibition. Potency, µM (highest dose often 38.3 µM), for inactives: at the highest dose activity change, negative = inhibition, usual class: inhibitors. 60,000 tested, 0.1% active. AID 927;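 further: potency means the concentration at half of the fitted maximal effect; nearly all actives have a fitted effect of over 60% in size; plate controls were DMSO for no effect and NEM full inhibition control for full effect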
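USP2 core (20nM final) preincubated 30 min RT with compound, then Ub-PLA2 20nM and NBD C6-HPC 20uM final added; buffer 20mM Tris-HCl pH 8.0, 2mM CaCl2. Fluorescence Ex 460/Em 535 read at 0 and 2.5 h; normalized to NEM.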
Epigenetic mod = derepresses silenced GFP locus in mouse C127i cells; mouse C127i GFP locus derepression, cytometry, 30 h; Potency, µM (doses to about 46.1 µM), inactives show at the top dose GFP derepression (activation); 68,000 tested, 0.09% active; further: % of control where 0% means no effect
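Derepression screen: silenced CMV-GFP reporter in murine C127i cells, 30 h compound incubation at 37 C, washed cells imaged by laser-scanning cytometer to enumerate GFP-expressing objects of 20 to 120 um.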
Pol III holo inh = blocks replication by bacterial DNA polymerase III holoenzyme; reconstituted DNA polymerase III holoenzyme replication, biochemical; Potency, µM (titrated, usually from 57.1 µM), without a hit: at the highest dose activity change, negative = inhibition; 71,000 tested, 0.25% active; AID 603; further: potency means the concentration at half of the fitted maximal effect; on the % scale 0 is the no-effect control and ±100 the full control effect
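Reconstituted *E. coli* holoenzyme (0.35 nM Pol III, 1 nM beta, 154 nM SSB, 2 nM primase) was preincubated with compound for 15 min at RT. Synthesis on 1.4 nM ssM13Gori ran 35 min, then was stopped with PicoGreen/EDTA and read as dsDNA fluorescence.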
CRE Fsk mod = alters forskolin-stimulated CRE reporter signaling in CHO cells; CHO CRE-bla reporter (cAMP response element driving beta-lactamase), forskolin EC10, beta-lactamase ratio; Potency, µM (top dose mostly 38.2 µM), without a hit: at the top dose activity change, negative = inhibition, actives largely listed as activators; 71,000 tested, 2.5% active; AID 662; active means well fitted activation curve with a large enough effect in the signal ratio, with a control signal flat, not every such curve was filed as active; inconclusive means small, poorly fitted or top-dose-only effect, or effect the other way, or a change in a side signal; the % refers to the signal ratio; further: potency means the concentration at half of the fitted maximal effect; % of control where 0% means no effect
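Modulation of forskolin signalling: compounds in titration series added with EC10 NKH 477 to CHO cells carrying a CRE-driven beta-lactamase reporter, 3 h, 37C. CCF4 FRET ratio (460/530 nm, ex 405 nm) gives %activity and AC50.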
HBB splice mod = alters splicing of the hemoglobin beta chain. HBB splicing reporter cell assay, activation; EGFP reporter with mutant IVS2-654 intron; response scale: normalised to 500 nM splice-correcting PNA. AID 925. Potency, µM (series often up to 46.1 µM), inactives show top-dose activation, actives largely listed as activators. 65,000 tested, 0.06% active; further: potency means the concentration at half of the fitted maximal effect; 0% is about no effect
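Compounds were applied for 2 days to HeLa EGFP-654 cells, 500/well in Optimem with 2% FCS. The reporter's EGFP is disrupted by mis-splicing of beta-globin intron IVS2-654. Readout: summed well GFP fluorescence from 488 nm laser scanning; reference was 500 nM antisense […] 654 PNA.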
Hsp90 Hop PPI = changes Hsp90-Hop TPR2A binding signal, up or down | AlphaScreen TPR2A-His6 binding biotin-Hsp90 C-terminal peptide | Potency, µM (titrated, usually from 57 µM), for the others: at the top dose activity change, negative = inhibition | 71,000 tested, 0.44% active | AID 595; active means well fitted curve in either direction with a large enough effect; inconclusive means small, poorly fitted or top-dose-only effect, or another doubt; further: potency means the concentration at half of the fitted maximal effect; on the % scale 0 is the no-effect control and ±100 the full control effect; many of its hits are not listed in these tables
UbGFP stabilizer = ubiquitin-GFP accumulation via proteasome inhibition. Ubiquitin-GFP reporter cells, proteasome inhibition, GFP fluorescence; response scale: untreated = 0%, 10 µM MG-132 = 100%. Potency, µM (top dose mostly 45.9 µM), without a hit: at the highest dose activation (GFP accumulation), usual class: activators. 67,000 tested, under 10 active. AID 526; active means well fitted activation curve with a large enough effect, not every such curve was filed as active; inconclusive means small, poorly fitted or top-dose-only effect, or another doubt; inactive means no such curve, though single readings can be large or run the other way; further: potency means the concentration at half of the fitted maximal effect
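Proteasome block read as GFP accumulation: ubiquitin(G76V)-GFP U2OS cells exposed to compound (2.9 nM–46 uM) for 4 hr at 37 C. Normalization used untreated cells as 0% and 10 uM MG-132 as 100%; concentration-response curves fitted.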
The depositor's hits bear a star; [ ] = remark or other dose. Unless noted, the call rests on the fitted dose curve; in most records, active means well fitted curve in the direction sought with a large enough effect; inconclusive means small, poorly fitted or top-dose-only effect, or another doubt; inactive means no such curve, though single readings can be large; an effect the other way counts as inactive or inconclusive. A portion of the library (hit frequency here may not be typical).

`CCOC(=O)C1=C(C)N(C2CCCCC2)C(=O)C1` gave HADH2 inhib -5%[11.4 µM], 15-hLO inh -5%[11.4 µM], BRCT PPI red -3.5%, BRCT PPI green -3.2%, USP2a inhib 6%[7.66 µM], Epigenetic mod 0%, Pol III holo inh -4%[11.4 µM], CRE Fsk mod inconclusive, HBB splice mod -1.7%[0.0738 µM], Hsp90 Hop PPI 1%[11 µM] and UbGFP stabilizer 3%[9.17 µM].
`Cn1c(Cc2cccs2)n[nH]c1=S` gave HADH2 inhib -25%, 15-hLO inh -1%, BRCT PPI red 0.7%, BRCT PPI green 0.1%, USP2a inhib -2%, Epigenetic mod -4%, Pol III holo inh -1%, CRE Fsk mod -6%, HBB splice mod -0.8%, Hsp90 Hop PPI -2% and UbGFP stabilizer -3%.
For CCOC(=O)N1CCc2c(sc(NC(=O)c3ccc(Cl)s3)c2C(N)=O)C1 the results were HADH2 inhib inconclusive, 15-hLO inh inconclusive, BRCT PPI red 1.1%, BRCT PPI green 5.2%, Pol III holo inh 0%, CRE Fsk mod -28%, HBB splice mod -0.5%, Hsp90 Hop PPI 4% and UbGFP stabilizer 2%.
O=C(CSc1nnc(-c2ccccc2)o1)N1CCc2ccccc2C1 was read as HADH2 inhib -11%, 15-hLO inh -8%, BRCT PPI red 0.1%, BRCT PPI green 1.3%, USP2a inhib 4%, Epigenetic mod 0%, Pol III holo inh -9%, CRE Fsk mod -6%, HBB splice mod 0.2%, Hsp90 Hop PPI -5% and UbGFP stabilizer -10%.
`C=C(C)COc1ccc(-c2[nH]ncc2-c2ccc(OC)c(OC)c2)c(O)c1` gave HADH2 inhib -11%, 15-hLO inh -18%, BRCT PPI red -1.0%, BRCT PPI green -1.2%, USP2a inhib 21%, Epigenetic mod 0%, Pol III holo inh -6%, CRE Fsk mod inconclusive, HBB splice mod 0.3%[57.5 µM], Hsp90 Hop PPI -11% and UbGFP stabilizer 1%.
CC(=O)OCCCN1C(=O)c2ccc(Br)cc2C1=O was read as HADH2 inhib 9%, 15-hLO inh 3%, BRCT PPI red 0.0%, BRCT PPI green -2.4%, USP2a inhib 2%, Epigenetic mod 0%, Pol III holo inh -5%, CRE Fsk mod inconclusive, HBB splice mod 0.2%, Hsp90 Hop PPI -2% and UbGFP stabilizer -10%.
For COC(=O)c1ccc2c(=O)n(CCC3=CCCCC3)c(SCC(=O)N3CCCC3)nc2c1 the results were HADH2 inhib 11%, 15-hLO inh -29%, BRCT PPI red -1.1%, BRCT PPI green -2.8%, USP2a inhib 16%, Epigenetic mod -9%, Pol III holo inh -4%, CRE Fsk mod inconclusive, HBB splice mod 2.1%[0.369 µM] and Hsp90 Hop PPI -8%.
`CCC(c1nnnn1Cc1ccco1)N1CCC(C(N)=O)CC1` (configuration not stated) gave HADH2 inhib 0%, 15-hLO inh 20%, BRCT PPI red -2.3%, BRCT PPI green -2.5%, Epigenetic mod -2%, Pol III holo inh inconclusive, CRE Fsk mod -3%, HBB splice mod 0.1%[57.5 µM], Hsp90 Hop PPI -1% and UbGFP stabilizer -1%.
`O=C(Nc1nccs1)c1ccc(NC(=O)c2ccco2)cc1` gave HADH2 inhib -24%, 15-hLO inh -22%, BRCT PPI red 0.3%, BRCT PPI green -3.9%, USP2a inhib 23%, Epigenetic mod -1%, Pol III holo inh -6%, CRE Fsk mod -8%, HBB splice mod 2.3%, Hsp90 Hop PPI -2% and UbGFP stabilizer 1%.
For O=C(COC(=O)c1cn(-c2ccccc2)nc1-c1cccs1)NC1CC1 the results were HADH2 inhib -2%, 15-hLO inh -5%, BRCT PPI red 0.1%, BRCT PPI green -2.7%, USP2a inhib 4%, Epigenetic mod -5%, Pol III holo inh 1%, CRE Fsk mod 17%, HBB splice mod -0.2%[57.5 µM], Hsp90 Hop PPI -2% and UbGFP stabilizer 2%.
For COc1cccc(NC(=O)CCSc2nnc3scc(-c4ccccc4)n23)c1 the results were HADH2 inhib 0%, 15-hLO inh -9%, BRCT PPI red -2.1%, BRCT PPI green -0.9%, USP2a inhib 7%, Epigenetic mod 0%, Pol III holo inh 4%, CRE Fsk mod 0.4µM*, HBB splice mod -2.7%, Hsp90 Hop PPI -1% and UbGFP stabilizer 4%.
Screening COc1ccccc1C(=O)NCCCN1CCCC1=O returned HADH2 inhib -6%, 15-hLO inh 11%, BRCT PPI red -0.4%, BRCT PPI green -0.3%, USP2a inhib -11%, Epigenetic mod 0%, Pol III holo inh -6%, CRE Fsk mod 0%, HBB splice mod 0.7%, Hsp90 Hop PPI -5% and UbGFP stabilizer 0%.
`Cc1cc(C(=O)Nc2c(F)cc(F)cc2Br)no1` gave HADH2 inhib -3%, 15-hLO inh -8%, BRCT PPI red 1.4%, BRCT PPI green -1.3%, USP2a inhib 1%, Epigenetic mod 5%, Pol III holo inh -2%, CRE Fsk mod inconclusive, HBB splice mod 6.0%, Hsp90 Hop PPI -3% and UbGFP stabilizer -1%.
`CC(=O)C1=C(O)C(=O)N(CCN2CCOCC2)C1c1ccc(N(C)C)cc1` (configuration not stated) gave HADH2 inhib 9%, 15-hLO inh -4%, BRCT PPI red -1.2%, BRCT PPI green 0.5%, USP2a inhib 2%, Epigenetic mod 3%, Pol III holo inh -5%, CRE Fsk mod -1%, HBB splice mod -0.6%, Hsp90 Hop PPI -4% and UbGFP stabilizer -2%.
Cc1ccc(NC(=O)NC(=O)CN2C(=O)NC3(CCCCCCC3)C2=O)c(C)c1 was read as HADH2 inhib -6%, 15-hLO inh -18%, BRCT PPI red 1.1%, BRCT PPI green -0.1%, USP2a inhib 46%[activator], Epigenetic mod -2%, Pol III holo inh 4%, CRE Fsk mod inconclusive, HBB splice mod 0.0%, Hsp90 Hop PPI -8% and UbGFP stabilizer 0%.
O=C1Nc2ccccc2C(O)(C(=O)NCc2ccc3c(c2)OCO3)N1c1ccccc1 (configuration not stated) was read as HADH2 inhib 11%, 15-hLO inh 6%, BRCT PPI red -1.6%, BRCT PPI green -0.3%, USP2a inhib -1%, Epigenetic mod 2%, Pol III holo inh -6%, CRE Fsk mod -6%, HBB splice mod -0.8%, Hsp90 Hop PPI 0% and UbGFP stabilizer 0%.
CC(C)NC(=O)CSCc1ccccc1Cl was read as HADH2 inhib 6%[11.4 µM], 15-hLO inh 1%[11.4 µM], BRCT PPI red -0.6%, BRCT PPI green 0.6%, USP2a inhib 2%[7.66 µM], Epigenetic mod -3%, Pol III holo inh 2%[11.4 µM], CRE Fsk mod inconclusive, HBB splice mod 2.5%[0.0738 µM], Hsp90 Hop PPI -7%[11 µM] and UbGFP stabilizer -5%[9.17 µM].
Screening Cc1ccc(N2C(=O)C3C4C=CC(C4)C3C2=O)cc1C (configuration not stated) returned HADH2 inhib 7%, 15-hLO inh 16%, BRCT PPI red -0.8%, BRCT PPI green 0.1%, USP2a inhib 5%, Epigenetic mod 4%, Pol III holo inh -2%, CRE Fsk mod 1%, HBB splice mod 7.6%[0.369 µM], Hsp90 Hop PPI -1% and UbGFP stabilizer 0%.
CCOC(=O)c1sc2nc(-c3ccco3)c3c(c2c1N)CC(C)(C)OC3 was read as HADH2 inhib 1µM*, 15-hLO inh 16µM*, BRCT PPI red -0.5%, BRCT PPI green 1.3%, USP2a inhib 26%, Epigenetic mod 0%, Pol III holo inh -9%, CRE Fsk mod -27%, HBB splice mod 2.3%[1.84 µM], Hsp90 Hop PPI -2% and UbGFP stabilizer -3%.
CCN(CC)S(=O)(=O)c1cccc(-c2nnc(SCCOc3ccccc3C)o2)c1 was read as HADH2 inhib -3%, 15-hLO inh -2%, BRCT PPI red 0.2%, BRCT PPI green 0.7%, USP2a inhib -6%, Epigenetic mod 1%, Pol III holo inh 1%, CRE Fsk mod inconclusive, HBB splice mod -2.9%, Hsp90 Hop PPI inconclusive and UbGFP stabilizer 0%.
Screening Clc1ccccc1CSc1nnc(-c2cccnc2)n1Cc1ccco1 returned HADH2 inhib 0%, 15-hLO inh 0%, BRCT PPI red -1.0%, BRCT PPI green -1.7%, USP2a inhib 0%, Epigenetic mod -2%, Pol III holo inh 2%, CRE Fsk mod -9%, HBB splice mod -1.0%, Hsp90 Hop PPI -2% and UbGFP stabilizer 10%.
